Assay outcomes deposited in PubChem BioAssay by several laboratories.
bovine MsrA act = bovine MsrA enzyme activators, primary screen, biochemical, absorbance, HTS. Methionine sulfoxide reductase A (Bos taurus). purified bovine MsrA, absorbance read-out. activation, % at 10.6 µM. 360,000 compounds, 0.3% hits. AID 602163, 2012; in the data active means activation above about 7.5%;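 further: 0% = vehicle and 100% = reference activator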
FAS-TE inh = FAS thioesterase domain inhibitors, primary screen, biochemical, fluorescence intensity, uHTS | Fatty acid synthase (Homo sapiens), P49327 | recombinant FAS-TE, OMFH fluorogenic substrate, fluorescence endpoint | inhibition, % at 15 µM | 360,000 compounds, 0.67% hits;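 active means compounds whose normalised, plate-corrected inhibition of enzyme fluorescence in the single-dose primary screen is 50% or more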;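 further: 0% = DMSO with enzyme and 100% = substrate without enzyme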
CendR NRP1 mod = modulators of CendR peptide binding to NRP-1, primary screen, biochemical, fluorescence polarization, uHTS; FAM-RPARPAR peptide binding to NRP-1; Neuropilin-1 (Homo sapiens), O14786; AID 602438, 2012; 360,000 compounds, 0.85% hits; inhibition, % at 25 µM;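 active means inhibition or corrected inhibition above about 18%, plus a signal ratio from 0.5 to 1.5, limit read from the data, passing the limit was not always enough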; further: strong numbers were not always called active
Target sequence (O14786 whole entry, looked up): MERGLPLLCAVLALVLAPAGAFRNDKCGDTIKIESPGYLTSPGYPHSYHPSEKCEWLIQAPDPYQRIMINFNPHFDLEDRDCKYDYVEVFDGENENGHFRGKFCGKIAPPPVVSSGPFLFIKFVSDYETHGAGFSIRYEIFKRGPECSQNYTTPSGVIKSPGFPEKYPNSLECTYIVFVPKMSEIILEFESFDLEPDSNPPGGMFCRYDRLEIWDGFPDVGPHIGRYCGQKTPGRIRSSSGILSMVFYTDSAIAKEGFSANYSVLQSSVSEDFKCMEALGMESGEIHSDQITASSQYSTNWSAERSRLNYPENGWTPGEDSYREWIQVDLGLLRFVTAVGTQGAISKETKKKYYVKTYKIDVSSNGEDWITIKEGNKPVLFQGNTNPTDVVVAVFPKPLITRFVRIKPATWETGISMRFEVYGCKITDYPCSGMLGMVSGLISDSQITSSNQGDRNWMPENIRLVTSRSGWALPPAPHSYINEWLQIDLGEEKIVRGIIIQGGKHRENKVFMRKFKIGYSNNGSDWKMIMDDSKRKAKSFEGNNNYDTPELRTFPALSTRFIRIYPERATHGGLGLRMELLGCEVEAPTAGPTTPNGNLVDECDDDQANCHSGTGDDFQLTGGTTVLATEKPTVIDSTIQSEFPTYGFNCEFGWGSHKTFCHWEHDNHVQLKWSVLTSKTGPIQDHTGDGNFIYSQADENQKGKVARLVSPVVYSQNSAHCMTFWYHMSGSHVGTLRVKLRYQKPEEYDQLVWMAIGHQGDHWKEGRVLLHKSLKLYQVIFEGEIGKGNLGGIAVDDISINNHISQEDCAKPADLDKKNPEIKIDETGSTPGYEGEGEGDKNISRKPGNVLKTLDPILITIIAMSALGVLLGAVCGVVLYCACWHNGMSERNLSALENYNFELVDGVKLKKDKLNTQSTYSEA
Rin1-Abl PPI inh = inhibitors of Rin1-Abl protein binding, primary screen, biochemical, TR-FRET; AID 588664, 2011; Tyrosine-protein kinase ABL1 (Homo sapiens) + Ras and Rab interactor 1 (Homo sapiens), …; 360,000 compounds, 0.4% hits; inhibition, % at 7.35 µM; in the data active means inhibition above about 5%, passing the limit was not always enough
Neddylation inh = inhibitors of cullin neddylation, primary screen, biochemical, TR-FRET, uHTS, NAE and Ubc12; NEDD8-conjugating enzyme Ubc12 (Homo sapiens) + NEDD8-activating enzyme E1 regulatory …; calls only at 25 µM; 360,000 compounds, 0.58% hits; AID 651699, 2012; in the data active means inhibition above about 36%
eLon inh = inhibitors of E. coli Lon protease, primary screen, biochemical, fluorescence polarization; P0A9M0; 360,000 compounds, 0.42% hits; inhibition, % at 7.94 µM; purified E. coli Lon protease; in the data active means inhibition above about 13%, passing the limit was not always enough;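 further: 0% = enzyme with probe and DMSO and 100% = no enzyme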
PABP1 MLLE inh = inhibitors of PABP1 MLLE–PAM2 peptide binding, primary screen, biochemical, fluorescence polarization, FITC-PAM2, GST-MLLE | 360,000 compounds, 0.36% hits | Polyadenylate-binding protein 1 (Homo sapiens), P11940 | inhibition, % at 20 µM; in the data active means inhibition above about 35%, passing the limit was not always enough;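 further: plate controls were DMSO wells with GST-MLLE for no effect and wells lacking GST-MLLE protein for full effect; some results filed as inactive read as strong as hits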
SKN-1 block = suppressors of acrylamide-induced Pgst-4::GFP reporter in worms, primary screen, SKN-1 inhibitor project, whole organism, uHTS, GFP/RFP fluorescence ratio, strain VP596; AID 624304, 2012; C. elegans VP596 Pgst-4::GFP/RFP ratio, 24 h; 360,000 compounds, 0.49% hits; inhibition, % at 21.8 µM;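 active means interference check ratio from 0.5 to 1.5 plus GFP to RFP signal ratio inhibition reaching or exceeding a fixed threshold, cut at about 30% in these data, passing the limit was not always enough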; further: some compounds called inactive have numbers as strong as hits
MT1-MMP act inh = blockers of MT1-MMP proenzyme processing, primary screen, HT1080 RFP-PRO-GFP cells, GFP/RFP fluorescence | AID 651647, 2012 | 360,000 compounds, 0.061% hits | GFP/RFP ratio change, % at 20 µM | Matrix metalloproteinase-14 (Homo sapiens), P50281 | GFP/RFP ratio fluorescence, overnight; percent of plate control window, DMSO zero;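 active means GFP/RFP ratio change of at least 30% with cell ATP level not reduced by more than half and red fluorescence within 50% of control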; further: strong numbers were not always called active
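Assay system: HT1080 RFP-PRO-GFP cells. Benchmarks: DMSO vehicle wells and RFP-L50D-GFP reporter cell wells. Times: overnight cell settling, then overnight compound exposure, 37 °C, 5% CO2. Compound: 20 µM single dose, 1% DMSO. Read-out basis: GFP/RFP fluorescence ratio.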
* = called active by the depositor; i = inactive; . = no result given; + = active, no number.

Order of results – bovine MsrA act, FAS-TE inh, CendR NRP1 mod, Rin1-Abl PPI inh, Neddylation inh, eLon inh, PABP1 MLLE inh, SKN-1 block, MT1-MMP act inh
- CCOC(=O)C1=C(C)N(C)C(=O)NC1c1cc2c(cc1Br)OCO2 (stereo not drawn)
→ -4, -3, 21*, 0, i, -2, 20, -13, 2
- CC(C)c1ccc2oc(-c3cc(N)ccc3O)nc2c1
→ -10, 7, -7, -6, i, -7, 9, -12, 8
- Cc1nc2c(n1O)CCC/C2=N\O
→ -3, -6, 7, 2, i, 8, -5, 4, 4
- COc1cc2ccccc2cc1C(=O)N/N=C/c1cccnc1
→ -3, -5, -7, -4, i, -3, -2, 15, 0
- O=C1NC[C@H](Cc2ccc(O)cc2)N(C[C@@H]2CCCN2C[C@H](Cc2ccccc2)N2C[C@H](Cc3ccccc3)N(CC3CCCCC3)C(=O)C2=O)C1=O
→ -3, 14, -6, ., i, -1, ., 10, -5
- O=C(O)c1cccc(-c2csc(C(O)(c3ccccc3)C(F)(F)F)n2)c1 (stereo not drawn)
→ -2, -3, 4, 1, i, -4, 9, 16, -3
- COc1ccc(OC)c(/C=C/C(=O)NC2=NCCS2)c1
→ -3, -8, 12, -12, +, 3, -3, -6, -1
- CN(C)C(CNC(=O)c1cccc(OC(F)F)c1)c1ccco1 (stereo not drawn)
→ -4, -8, -17, 1, i, -11, -9, 8, -1
- Cc1ccc(NC(=O)CN2C(=O)S/C(=C\c3cc(C)n(-c4ccc(C(=O)O)cc4)c3C)C2=O)cc1
→ -3, 3, -40, -1, i, -4, 30, 10, -12
- COc1cccc(NC(=O)CN(C)C(=O)CCCc2nc3ccccc3c(=O)[nH]2)c1
→ -2, -3, 6, 0, i, -10, 6, 10, 0
- CCOC(=O)c1ccc2c(c1)n(CC)c(/C=C/N(C)c1ccccc1)[n+]2CC
→ -5, -15, 1, -3, i, -6, -119, 2, 5
- COc1ccc(NC(=O)Nc2c(C)noc2-c2ccccc2)cc1
→ 0, 2, 5, 0, i, -11, -7, 7, 1
- O=[N+]([O-])c1ccc2cn[nH]c2c1
→ -9, -1, -1, -3, i, -1, -8, -7, 1
- CC(OC(=O)c1cccs1)C(=O)NCc1ccc2c(c1)OCO2 (stereo not drawn)
→ 1, -1, 7, -5, i, 7, 7, -3, 6
- O=S(=O)(Nc1ncnc2scc(-c3ccc(F)cc3)c12)c1cc(F)ccc1F
→ -2, 0, -12, -3, i, -2, -28, 1, -5
- Cc1ccc(CN2Cc3cccc4c3[C@@H](CC2=O)[C@H](O)[C@H](O)C4)cc1
→ -2, -11, 2, 1, i, -5, 1, -6, 0
- COc1ccc(C(C)=O)cc1COC(=O)c1c(C)nn(-c2ccccc2)c1C
→ -3, 15, -2, 1, i, -7, -13, -9, 3
- CC(C)COc1ccc(C(=O)Nc2cc(S(=O)(=O)N3CCOCC3)ccc2N2CCCC2)cc1
→ -1, 12, -12, 1, i, 3, -10, -18, 4
- S=c1nc(C2COc3ccccc3O2)[nH][nH]1 (stereo not drawn)
→ 6, -13, 17, -1, i, -3, 29, 6, 2
- CC(=O)N1CCN(C(=S)NC(=O)c2ccc(S(=O)(=O)N3CCOCC3)cc2)CC1
→ -1, -14, 4, 4, i, -3, -10, 0, -1
- Cc1ccc2c(c1)[C@@H]1CN(C)CC[C@@H]1N2S(=O)(=O)c1ccc(F)cc1
→ 3, 0, 12, 2, i, 2, 8, -14, -9
- Cc1ccc(S(=O)(=O)Oc2ccccc2/C=N/N=C(N)N)cc1
→ -2, 2, 8, -1, i, -3, 3, 6, -3
- O=C(Nc1ccc(F)cc1)c1nc[nH]c1C(=O)Nc1ccc([N+](=O)[O-])cc1
→ -5, 7, -12, 0, i, -2, -15, 6, 2
- COc1cc(OC)cc(C(=O)N[C@H](C(=O)Nc2nc3ccc(S(C)(=O)=O)cc3s2)C(C)C)c1
→ -3, -7, 19, 1, i, -3, 3, -4, 1
- CSCC(CO)NS(=O)(=O)c1ccc(C)cc1 (stereo not drawn)
→ -1, -6, 11, 4, i, 2, -13, -2, -2
- CCc1nnc(NC(=O)CSc2nc(-c3ccc(OC)cc3)ns2)s1
→ 0, -3, -6, 3, i, 1, -109, -10, 4
- COCCN1CC(C(=O)NCc2ncccc2C)CCC1=O (stereo not drawn)
→ -4, -7, 13, -3, i, -12, -6, -6, 1
- O=C(O)c1ccc(-c2ccccc2)[nH]1
→ -3, -7, -7, -1, i, -11, 2, 3, 0
- COc1ccc2c(c1)C1=C(CC2)C(c2ccc(C)cc2)NC(=S)N1 (stereo not drawn)
→ -4, 9, 0, 0, i, -4, -89, -4, 10
- O=Nc1c2ccc[nH]c-2c2ccc([N+](=O)[O-])cc12
→ -10, -36, 8, -2, i, 0, 6, -5, -5

(list continues)
molecule	bovine MsrA act	FAS-TE inh	CendR NRP1 mod	Rin1-Abl PPI inh	Neddylation inh	eLon inh	PABP1 MLLE inh	SKN-1 block	MT1-MMP act inh
O=C(Oc1ccc(N(Cc2cccs2)C2=NS(=O)(=O)c3ccccc32)cc1)c1ccccc1	-2	60*	12	-2	i	-2	-6	7	1
CC(=O)NCCNS(=O)(=O)c1ccc(C)c([N+](=O)[O-])c1	-2	0	-8	-6	i	-8	6	-2	2
N/C(=N\OC(=O)Nc1ccc(Cl)cc1)c1ncc(C(F)(F)F)cc1Cl	3	7	21	2	i	-3	5	-10	8
O=C(C[n+]1cccc(NC(=O)c2ccccc2)c1)c1ccccc1	-5	-8	4	-2	i	2	-11	-1	3
Fc1ccc(OCCCCCCN2CCCC2)cc1	-2	-11	-9	2	i	-8	-6	8	7
O=C(NCc1nnnn1-c1ccc(F)cc1)C(=O)c1c[nH]c2ccccc12	-2	-7	-6	-3	i	5	12	-3	1
O=C(COC(=O)C1CCCN1C(=O)C12CC3CC(CC(C3)C1)C2)c1ccc(Br)cc1 (stereo not drawn)	-3	16	-24	-1	i	-6	-17	-4	0
Cc1cccc(NC(=O)c2nc[nH]c2C(=O)N[C@@H](C)C(=O)OCc2ccccc2)c1	-2	28	-5	1	i	18	3	-9	5
O=C(c1ccco1)N1CCN(Cc2nc3cc(Cl)ccc3c(=O)[nH]2)CC1	-2	0	-10	0	i	2	6	13	-1
C#CCOCCOCCOCCNc1nc(N2CCOCC2)nc(N2CCN(C(=O)CCCCCCCCCCNC(=O)[C@@H](CCC(=O)O)n3cc(CCCCCN)nn3)CC2)n1	-8	-16	17	4	i	4	15	2	-1
O=C(Nc1ccc(Oc2cccnc2)nc1)c1ccc(C(F)(F)F)cc1	-4	-4	7	-2	i	-6	7	-1	3
COc1ccc(NC(=O)Nc2ccc(F)cc2F)cc1	-2	-6	-7	-2	i	0	3	12	4
COc1ccc(C(=O)CSc2nnc(CNC(=O)c3ccc(S(=O)(=O)N(C)C)cc3)o2)cc1	-2	4	-2	0	i	-2	16	3	4
O=C1NC[C@H](CCCCN2C[C@H](Cc3ccc(O)cc3)N(CCc3ccc(O)cc3)C(=O)C2=O)N(CCc2ccc(O)cc2)C1=O	-4	-6	10	.	i	-8	.	7	3
COC(=O)c1sc(NC(=O)c2ccc(OC)cc2OC)nc1C	-2	-6	3	5	i	-1	1	-9	7
C/C(=N/NC(=O)Cn1nc2ccccc2n1)c1ccc(F)cc1	0	-2	-2	1	i	2	3	3	9
COC(=O)c1ccc([N+](=O)[O-])c(CS(=O)(=O)c2ccc(Cl)cc2)c1	-1	22	3	2	i	-3	-2	-6	1
O=C(c1cccc(S(=O)(=O)Nc2ccc(Br)cc2)c1)N1CCC1	-2	-6	-13	0	i	4	-15	26	2
O=C(Nn1c(C2CCC2)nc2ccccc2c1=O)c1cccs1	-4	-4	13	3	i	4	0	-1	0
O=C(O)Cc1c(C(=O)O)nnn1-c1ccc(Cl)cc1Cl	-2	-15	3	-2	i	1	-8	-6	2
COc1ccc(CN(C(=O)c2cc(=O)c3cc(C)cc(C)c3o2)C2CCS(=O)(=O)C2)cc1 (stereo not drawn)	-3	11	10	1	i	-9	7	3	-3
CCS(=O)(=O)N1CCCC(C(=O)NC2CCCCC2C)C1 (stereo not drawn)	-4	-12	4	-1	i	1	3	-32	1
CCn1cc(C(=O)Nc2ncccc2O)c(=O)c2cc(F)c(N3CCN(C(=O)c4ccco4)CC3)cc21	0	-6	10	-7	i	4	-7	15	0
COc1ccc(CN(CC(=O)NCc2ccccc2)C(=O)CCC(=O)Nc2cc(C)ccn2)cc1	-5	-1	8	1	i	3	8	11	-2
COc1ccccc1-c1ccc([C@@H]2C[C@H]3[C@H](CON3C)CN2C(=O)c2ccco2)cc1	-5	-2	3	0	i	-3	20	-23	2
C/C(=N\NC(=O)CSCc1ccc([N+](=O)[O-])cc1)c1cccc(Br)c1	1	30	5	-4	i	-3	13	-12	3
c1coc(CSCc2cn3cccnc3n2)c1	-2	-5	-12	1	i	-8	16	-3	0
CCSc1nc(O)c(C2OC(=O)c3c2ccc(OC)c3OC)c(=O)n1CC (stereo not drawn)	-1	-5	-6	3	i	8	-4	10	0

Compound profiles (already shown). Order of values: bovine MsrA act	FAS-TE inh	CendR NRP1 mod	Rin1-Abl PPI inh	Neddylation inh	eLon inh	PABP1 MLLE inh	SKN-1 block	MT1-MMP act inh
Entry for CCn1cc(C(=O)Nc2ncccc2O)c(=O)c2cc(F)c(N3CCN(C(=O)c4ccco4)CC3)cc21 → 0	-6	10	-7	i	4	-7	15	0
Entry for O=C(NCc1nnnn1-c1ccc(F)cc1)C(=O)c1c[nH]c2ccccc12 → -2	-7	-6	-3	i	5	12	-3	1
Entry for O=C(O)Cc1c(C(=O)O)nnn1-c1ccc(Cl)cc1Cl → -2	-15	3	-2	i	1	-8	-6	2
Entry for O=C1NC[C@H](CCCCN2C[C@H](Cc3ccc(O)cc3)N(CCc3ccc(O)cc3)C(=O)C2=O)N(CCc2ccc(O)cc2)C1=O → -4	-6	10	.	i	-8	.	7	3

Neddylation inh, what is marked active above.
compound,bovine MsrA act,CendR NRP1 mod,Rin1-Abl PPI inh,Neddylation inh,eLon inh,PABP1 MLLE inh,SKN-1 block,MT1-MMP act inh
COc1ccc(OC)c(/C=C/C(=O)NC2=NCCS2)c1,-3,12,-12,+,3,-3,-6,-1
